Polio RdRp inh – inhibitors of poliovirus RNA polymerase binding and polymerization | hit rate 0.66% among 150,000 | poliovirus polymerase elongation, fluorescence polarization; hits give low values | AID 588519 | % elongation, % (compound at 16.7 µg/mL); in the data active = % elongation below about 90%; note: some results filed as inactive read as strong as hits
Target sequence (P03300 1749-2209 limits assumed): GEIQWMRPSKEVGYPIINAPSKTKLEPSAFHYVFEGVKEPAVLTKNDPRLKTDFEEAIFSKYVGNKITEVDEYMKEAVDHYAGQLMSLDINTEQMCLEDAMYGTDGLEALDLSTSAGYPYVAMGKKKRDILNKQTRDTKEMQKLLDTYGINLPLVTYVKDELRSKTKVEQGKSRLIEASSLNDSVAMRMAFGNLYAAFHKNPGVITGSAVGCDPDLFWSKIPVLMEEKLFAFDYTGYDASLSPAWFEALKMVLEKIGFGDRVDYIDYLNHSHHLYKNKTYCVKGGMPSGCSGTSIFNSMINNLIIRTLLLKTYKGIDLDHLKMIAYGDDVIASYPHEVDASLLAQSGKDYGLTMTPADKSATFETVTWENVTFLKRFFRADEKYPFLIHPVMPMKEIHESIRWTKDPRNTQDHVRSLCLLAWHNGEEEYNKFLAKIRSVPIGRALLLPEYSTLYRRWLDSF
Polio RdRp inh FP z-score – also measured in Polio RdRp inh; calls as there; z-score; measured here: FP z-score; hits read low
* hit, by the source's call; & = joins results of further samples.

SMILES	Polio RdRp inh	Polio RdRp inh FP z-score
CCOc1ccc(NC(=O)c2ccc(CN3C(=O)C(C)=C(c4ccc(C)cc4)S3(=O)=O)cc2)cc1	101	-0.4
COc1ccc(CC(=O)NCc2ccc3c(c2)CCN3C(C)=O)cc1	108	0.4
COc1cc(Cl)ccc1NC(=S)N(CCCN1CCOCC1)C1CCN(C(C)=O)CC1	101	0.2
O=C(CSc1n[nH]c(-c2ccc(Br)cc2)n1)N1CCCC1	106	0.1
N#Cc1cccc(C#N)c1Sc1ccc(Cl)cc1	106	0.3
CCOC(=O)N1CCN(CC(O)COc2c(OC)cccc2OC)CC1 (stereo not drawn)	101	0
N#C/C(=C\c1ccc(C2=CCOc3ccccc32)s1)S(=O)(=O)c1ccccc1	120	2.8
Cc1ccc2oc(-c3cc(NC(=O)/C=C/c4ccco4)ccc3Cl)nc2c1	105	0.3
CCN(CC)S(=O)(=O)c1ccc(C(=O)NCCSc2c[nH]c3ccccc23)cc1	101	0.2
C=CCNC(=S)Nn1c(C)nnc1-n1nc(C)cc1C	102	0
Cc1ccc(/C=C/C(=O)OC(C)C(N)=O)o1 (stereo not drawn)	103	0.1
CC1CN(C(=O)COC(=O)c2ccc(C(=O)c3ccccc3)cc2)CC(C)O1 (stereo not drawn)	95	-0.7
O=C1c2ccccc2C(=O)N1SC1CCCCC1	100	-0.4
COc1ccc(CNC(=O)CN(c2ccc(C)cc2)S(=O)(=O)c2c(C)noc2C)cc1	105	-0.6
Cc1cccc(NCC(O)Cn2nnnc2-c2ccccc2)c1 (stereo not drawn)	102	0.3
CC(C)N1CCC2(CC1)N=C(c1ccc3c(c1)OCO3)CC(c1cc(Cl)ccc1O)N2 (stereo not drawn)	100	0.1
Cn1c(CSCCOc2ccccc2)n[nH]c1=S	101	-0.4
Cc1cccc(N2CCN(C(=O)c3c(C)oc4ncnc(N5CCCCC5)c34)CC2)c1C	104	-0.5
Cc1ccccc1NCCC(=O)NCc1ccccc1F	101	-0.2
Cc1ccc(S(=O)(=O)NCc2ccc(C(=O)N3CCN(c4ccccc4)CC3)cc2)cc1	99	-2
CCOc1c(CNCCSc2nnnn2C)cccc1OC	104	-0.4
CCCc1cc(=O)n2[nH]c(NCc3ccccc3)nc2n1	105	1
CC(=O)N1c2ccc(S(=O)(=O)NCCc3cccc(C)c3)cc2CC1C (stereo not drawn)	105	-0.1
Cc1ccc(NC(=O)Cn2c(=O)n(CCC(=O)N3CCc4ccccc4C3)c(=O)c3ccccc32)cc1	106	0.1
COc1ccc(-c2nc3c(C#N)c[nH]n3c2NC2CCCCC2)cc1	104	-0.6
Cc1ccc(CSc2nc3cccnc3n2Cc2ccc(C(=O)NCCc3ccccc3)cc2)cc1	114	0.6
CCCCCSc1nc2sc3c(c2c(=O)n1-c1ccc(OC)cc1)CCN(C(C)=O)C3	102	-1
O=C(CCC1CCCCC1)NCCCN1CCOCC1	108	0.7
N#CCSc1ccccc1NC(=O)COc1ccc(-c2nnco2)cc1	46	-7.5
COc1ccc(CCNc2nc(SCc3cccc(Cl)c3)nc3ccccc23)cc1OC	106	0
O=C(CC(Sc1ccccc1)c1ccc2c(c1)OCO2)c1ccco1 (stereo not drawn)	102	0
Fc1ccc(CSc2ncnc3c2oc2ccccc23)cc1	102	0.5
Cc1csc2nc(-c3cccc(NC(=O)c4ccccc4Cl)c3)cn12	103	-1.1
CC1=CCC2C(=O)N(C(CC(C)C)C(=O)O)C(=O)C2C1 (stereo not drawn)	101	0.2
O=C1c2nc3cc(-c4ccco4)[nH]n3c(=O)c2CN1C1CCCCC1	105	1
CC(C)n1c2ccc(Cl)cc2c2nc3ccccc3nc21	106	1.1
CNC(=O)CSc1nnc(NC(=O)Nc2ccccc2)s1	110	0.9
CC1(C)CC(=O)C=C(SCc2c(Cl)cccc2Cl)S1	106	0.2
COc1cc(/C=C/c2nc(C#N)c(NCCc3ccccc3)o2)cc(OC)c1OC	111	0.8
Cc1ccc(CN2C(=O)c3ccccc3Sc3ccc(C(=O)OCc4ccco4)cc32)cc1	106	-0.1
COC(=O)c1ccccc1NC(=O)C1CC(c2cccc(Br)c2)=NO1 (stereo not drawn)	104	0.6
COc1ccc(N2CCN(C(=O)c3cnc(N4CCCC4)nc3C)CC2)cc1	109	0.5
CC(CCC(=O)O)C1CC[C@H]2C3CCC4CC(=O)CCC4(C)[C@H]3CC(=O)C12C (stereo partly drawn)	102	0.1
O=C(NCc1cccnc1)c1cc(-c2ccccc2F)no1	101	-0.4
Cc1ccc(CNC(=O)c2cn(C)c3ccc(S(=O)(=O)N(C)C4CCCCC4)cc3c2=O)cc1	105	0.2
CCc1cccc(NC(=O)c2cc3cc4cc(OC)ccc4nc3s2)c1	98	-1.6
Cc1ccc(-c2c(C(=O)N(CC(C)C)CC(C)C)oc(=O)c3ccccc23)cc1	102	-0.1
O=S(=O)(NCc1cccc(Br)c1)c1ccc(-c2cc(C(F)(F)F)on2)s1	111	1
OCCCc1cn(-c2ccccc2)c2ccccc12	103	0
Cc1ccc(-n2c(C)cc(/C=N/NC3CCS(=O)(=O)C3)c2C)cc1 (stereo not drawn)	166	5.5

Taken from the results shown, 6 compounds:
SMILES	Polio RdRp inh	Polio RdRp inh FP z-score
O=C(NCc1cccnc1)c1cc(-c2ccccc2F)no1	101	-0.4
Cc1ccc(CNC(=O)c2cn(C)c3ccc(S(=O)(=O)N(C)C4CCCCC4)cc3c2=O)cc1	105	0.2
CCc1cccc(NC(=O)c2cc3cc4cc(OC)ccc4nc3s2)c1	98	-1.6
Cc1ccc(-c2c(C(=O)N(CC(C)C)CC(C)C)oc(=O)c3ccccc23)cc1	102	-0.1
O=S(=O)(NCc1cccc(Br)c1)c1ccc(-c2cc(C(F)(F)F)on2)s1	111	1
OCCCc1cn(-c2ccccc2)c2ccccc12	103	0

Remaining list, next part.
SMILES	Polio RdRp inh	Polio RdRp inh FP z-score
O=C(CCc1nc2ccccc2o1)Nc1ccccc1C(=O)NC1CCCC1	100	-0.3
Cc1n[nH]c(C)c1CCc1nc2c3ccccc3nc(NCc3ccccc3)n2n1	101	-0.4
O=c1c2ccccc2[nH]c(=S)n1CC1CCCC1	103	1.3
CC1(C)S[C@@H]2C(N3C(=O)[C@@H](c4ccccc4)NC3(C)C)C(=O)N2[C@H]1C(=O)O (stereo partly drawn)	101	0.2
CCCNC(=O)CCC(=O)N1Cc2cccc(OC)c2Oc2ncccc21	108	0
COc1ccc(OC)c(NC(=O)C2C3CC/C=C\CC/C=C/CCC32)c1 (stereo not drawn)	105	0.4
Cn1cc(C(=O)c2ccccc2O)cc1-c1nc2ccccc2s1	138	3.8
CCOc1ccccc1C(=O)N(Cc1ccccc1F)C1CCS(=O)(=O)C1 (stereo not drawn)	101	-1.6
Cn1c(=O)cc(SCC(=O)NCCCN2CCOCC2)c2ccccc21	99	-0.7
C=C(C)C(=O)Oc1ccc(NC(C)=O)cc1	101	-0.3

One compound at a time, as listed above.
Profile of C=CCNC(=S)Nn1c(C)nnc1-n1nc(C)cc1C → Polio RdRp inh = 102; Polio RdRp inh FP z-score = 0
Profile of COc1cc(/C=C/c2nc(C#N)c(NCCc3ccccc3)o2)cc(OC)c1OC → Polio RdRp inh = 111; Polio RdRp inh FP z-score = 0.8
Profile of CC(=O)N1c2ccc(S(=O)(=O)NCCc3cccc(C)c3)cc2CC1C (stereo not drawn) → Polio RdRp inh = 105; Polio RdRp inh FP z-score = -0.1

Next part:
SMILES	Polio RdRp inh	Polio RdRp inh FP z-score
CSc1ncccc1C(=O)OCC(=O)Nc1ccc(N2CCOCC2)cc1	108	0.5
CCOC(=O)CC1C(=O)NCCN1Cc1ccco1 (stereo not drawn)	101	-0.7
CC(C)(C)c1ccc(OCC(=O)Nc2cccc3nsnc23)cc1	99	-0.4
CC(C(=O)Nc1ccon1)N1C(=O)c2ccccc2S1(=O)=O (stereo not drawn)	104	0.2
Cc1ccc(NCc2cccn2-c2nnc(N3CCC(C(=O)NCCc4ccc(Cl)cc4)CC3)s2)cc1	108	-0.5
Cc1ccc(/C(N)=N\O)n1C	102	0
CC1CCC(NC(=O)CCc2cn(Cc3ccccc3Cl)c3ccccc23)CC1 (stereo not drawn)	100	-1.3
Cc1ccccc1Cc1c(C)nc2nc(SCC(=O)NCCc3ccc(Cl)cc3)nn2c1C	104	-0.2
Cc1cc(C(=O)CSc2nc(N)c(C#N)cc2C#N)c(C)n1Cc1ccc(F)cc1	106	0.4
COc1ccc(CC(=O)OCC(=O)N2CCCC(C)C2)cc1 (stereo not drawn)	101	-0.3
O=C(Nc1ccccc1)OC1CCS(=O)(=O)C1 (stereo not drawn)	99	0
CCOC(=O)c1cn(CC(=O)Nc2ccccc2)nn1	104	1
CS(=O)(=O)Cc1nc2ccccc2[nH]1	101	-0.1
C#CCn1c(/C=C/c2ccc(Cl)cc2)nc2ccccc21	106	-0.2
O=c1/c(=C/c2ccc(O)c(Cl)c2)sc2nc3ccccc3n12	117	3.9
O=C(CSc1nnc(C2CCCCC2)o1)c1ccc[nH]1	105	0.2
Cc1nc2ccc(S(=O)(=O)CCC(=O)Nc3ccc(C(C)C)cc3)cc2s1	101	-0.7
Cc1cccn2c(=O)c(/C=N/NCCC#N)c(Sc3nc4ccccc4s3)nc12	98	-0.1
CSc1ccccc1C(=O)NCc1n[nH]c(=O)c2ccccc12	103	0.2
CCc1nnc(NC(=O)C2=CCN(S(=O)(=O)c3ccc(F)cc3)CC2)s1	97	-3.1
CCOC(=O)CN1CC23C=CC(O2)C(C(=O)NCc2ccccc2OC)C3C1=O (stereo not drawn)	102	0.8
COc1ccc(C(=O)CN2CCN(S(=O)(=O)c3ccc(C(C)C)cc3)CC2)cc1OC	100	0
CC1CCCCN1CC(=O)N1CCCc2c1c(=O)oc1ccc(OCc3ccccc3)cc21 (stereo not drawn)	100	-1.5
NC(=O)COC(=O)c1ccc(S(=O)(=O)N2CCCC2)cc1	106	0.3
O=C(NC1CC1)c1cc2ccccc2o1	100	0
Cn1c(=O)c2c(nc(SCC(=O)N3CCCC3)n2C)n(C)c1=O	102	0.3
CCOC(=O)c1ccccc1NS(=O)(=O)c1c(-c2ccc(C)cc2)csc1C(=O)OC	105	-0.2
O=C(CSc1nc(-c2ccccc2)cc(=O)[nH]1)Nc1ccccc1F	98	-1.9
CCc1ccccc1NC(=O)CCn1c(=O)sc2ccccc21	103	0.5
COC(=O)C(N)C12CC3CC(CC(C3)C1)C2 (stereo not drawn)	101	-0.2
COC(=O)C(Cc1c[nH]c2ccccc12)NS(=O)(=O)c1ccc(Cl)cc1 (stereo not drawn)	101	-0.3
CCN(CC)CCOC(=O)C(Cc1cccc2ccccc12)CC1CCCO1 (stereo not drawn)	100&100	0.1&0.2
O=C(CSc1ccccc1)NCc1nc(-c2ccccc2)no1	102	-1.1
COc1ccc(N2CCN(c3oc(-c4ccccc4C)nc3S(=O)(=O)c3ccccc3)CC2)cc1	110	0.9
O=c1[nH][nH]c(=S)n1-c1ccccc1C(F)(F)F	107	0.7
CCN(CC)CCN1C(=O)C(O)=C(C(=O)/C=C/c2ccco2)C1c1ccc(OC)cc1 (stereo not drawn)	103	0.5
Cc1ccc(NC(=O)Nc2nnc(N3CCCC3)s2)cc1	108	0.2
COc1ccc(-n2c3c(c(=O)[nH]c2=O)C(NC(C)=O)(C(F)(F)F)C(=O)N3)cc1 (stereo not drawn)	56	-7.5
O=C(Cn1c(=O)nc(-c2ccccc2)c2ccccc21)Nc1cccc(C(F)(F)F)c1	104	-0.3
CCOc1nc2sc3c(c2c2ncnn12)CCCC3	100	-0.1

Rewritten with two lines to a compound: part of the list above.
Fields: Polio RdRp inh, Polio RdRp inh FP z-score
COc1ccc(-n2c3c(c(=O)[nH]c2=O)C(NC(C)=O)(C(F)(F)F)C(=O)N3)cc1 (stereo not drawn)
→ 56, -7.5
O=C(Cn1c(=O)nc(-c2ccccc2)c2ccccc21)Nc1cccc(C(F)(F)F)c1
→ 104, -0.3

(next part)
SMILES	Polio RdRp inh	Polio RdRp inh FP z-score
CC(C)c1ccc([C@@H]2Nc3ccc(C(=O)O)cc3[C@@H]3C=CC[C@@H]32)cc1	92	-2.3
O=C(COC(=O)c1cc(-c2ccccc2)nc2ccccc12)NCc1ccccc1	104	1.1
O=C(NCC1(c2ccccc2)CCCC1)c1ccc(Br)o1	101	0.2
NC(=O)COC(=O)c1ccc2ncsc2c1	97	-1
O=C(CN1CCN(Cc2ccccc2)CC1)N1CCCc2c1c(=O)oc1ccc(O)cc21	105	0.9
CCN1CCSc2ccc(C(=O)Nc3ccc(OC)cc3)cc21	100	-0.4
O=C(CCCn1c(=O)c2cccn2c2ccccc21)Nc1ccccc1F	102	-0.1
CCN(C(=O)c1cc2c(Cl)nc3ccccc3c2s1)c1cccc(Cl)c1	103	0
Cc1ccc(Cn2cc(/C=C(/C#N)C(=O)Nc3cccc(Cl)c3)c3ccccc32)cc1	106	0.3
CCOC(=O)C1CCN(C(=O)Cn2c(=O)cc(C)c3c(C)nn(C)c32)CC1	110	0.4
COc1ccccc1N1CC(C(=O)N2CCN(S(=O)(=O)c3cccs3)CC2)CC1=O (stereo not drawn)	99	-0.3
CCN(S(=O)(=O)c1ccc(F)cc1)S(=O)(=O)c1c(C)c(C)c(C)c(C)c1C	110	0.9
O=C(OCC(=O)N(c1ccccc1)C1CCCCC1)c1ccc(CO)cc1	105	0.5
CCN(C(=O)c1cccn(Cc2ccccc2C)c1=O)c1ccccc1	113	1.3
CCn1c(CNC(=O)c2cccc(C)c2)nnc1SCC(=O)N1CCc2ccccc21	102	0.1
O=C(O)CCCNc1nc2ccccc2s1	107	0.8
COC(=O)/C(C#N)=C/c1cccc(/C=C(\C#N)C(=O)OC)c1	100	-0.1
CC(C)NC(=O)c1cc(-c2ccc(O)cc2)on1	102	0.3
Cc1ccc(CSc2nc(-c3ccccc3C)nc3c2Cc2c(CO)cnc(C)c2O3)cc1	111	0.9
Cc1occc1C(=O)Nc1ccccc1Cc1ccccc1	99	-0.6
Cc1c(Cl)cccc1NC(=O)C(=O)NCCc1csc(-c2cccc(F)c2)n1	107	0.2
COC(=O)C1=C(C)N(C)C(=O)/C1=C\c1ccccc1	100	-0.5
CCOC(=O)c1cc(=O)c2ccc(OCC(=O)Nc3ccccc3)cc2o1	108	0.5

Not all compounds are listed; rates above refer to the full screens.
